SIAH1 antagonists: blockers of Siah-1 interaction with plectin peptide – biochemical, fluorescence polarization, rhodamine-plectin, uHTS, primary screen (AID 1817); one-dose displacement, % at 20 µM; IC50 in µM for titrated hits; Siah-1 / rhodamine-plectin peptide fluorescence polarization; higher % means a stronger effect; 0.02% of 290,000 active;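 active means displacement of at least 50% at 20 µM, with a fluorescence ratio check between 0.3 and a set limit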;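 further: plate controls were Siah plus tracer with DMSO for no effect and tracer alone without Siah for full effect; strong numbers were not always called active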
Salmonella PhoP GFP: inhibitors of PhoP regulon expression, primary screen, Salmonella Typhimurium, GFP reporter (AID 1863); S. Typhimurium PhoP-regulated promoter GFP reporter, 4 h; higher % means a stronger effect; inhibition, % at 50 µM; hits with a dose series show IC50 in µM; 0.16% of 300,000 active;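 active means inhibition over 29.93%, a cutoff 3 SD above the screen mean, later confirmed by dose response; inconclusive means inhibition over 29.93% but no dose response follow-up; inactive means inhibition at most 29.93% or unconfirmed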;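 further: 0% = low Mg2+ inducing control and 100% = high Mg2+ repressing control; strong numbers were not always called active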
LYP phosphatase: PTPN22 lymphoid phosphatase activity blockers – biochemical, fluorescence intensity, uHTS (AID 1779). recombinant LYP phosphatase, fluorescence intensity; higher % means a stronger effect. inhibition, % at 11.5 µM; hits with a dose series show IC50 in µM. 0.054% of 290,000 active;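 further: plate controls were vehicle with enzyme for no effect and no enzyme for full effect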
HIV fusion peptide: cell-free HIV fusion peptide-binding blockers – biochemical, uHTS, fluorescence dequenching, primary screen (AID 1986); 0.3% of 290,000 active; cell-free peptide binding, fluorescence dequenching, 30 min; higher % means a stronger effect; one-dose inhibition, % at 20 µM; IC50 in µM for titrated hits; in the data active means inhibition mostly above about 52%, no sharp cut-off; inactive means mostly below about 76%; further: some results filed as inactive read as strong as hits
Myeloid diff MLP: promotes myeloid progenitor differentiation | ER-HoxA9 myeloid progenitors, lysozyme-GFP differentiation, flow cytometry | calls only at 10 µM | 1% of 360,000 active | AID 624256;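 active means normalized GFP-positive differentiation at or above the plate's own cutoff, the solvent-only control mean plus 3 SD; inconclusive means no clear call, values can overlap the other calls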;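 further: cells exposed to compound for four days before flow analysis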
NOD1 inhibition: inhibition of NOD1-driven NF-kB reporter – cell-based, luminescence, uHTS, primary screen (AID 1578) | NOD1-driven NF-kB luciferase reporter cells, luminescence; higher % means a stronger effect | inhibition, % at 4 µM, or EC50 in µM where a hit was titrated | 1% of 290,000 active; in the data active means inhibition mostly above about 36%, no sharp cut-off; inactive means mostly below about 34%;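 further: HEK-293T reporter cells stimulated with the NOD1 agonist gamma-tri-DAP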
KOR beta-arrestin-1: KOR agonists, beta-arrestin recruitment, primary screen, cell-based, luminescence, uHTS (AID 1777) | 0.02% of 280,000 active | activation, % at 10 µM, or EC50 in µM where a hit was titrated | KOR beta-arrestin recruitment, luminescence; higher % means a stronger effect; in the data active means activation above about 50%, passing the limit was not always enough; further: a part of the inactive calls stands beside numbers as strong as those of hits
KOR beta-arrestin-2: kappa opioid receptor blockers – cell-based, luminescence, uHTS (AID 1778). KOR beta-arrestin recruitment, luminescence, antagonist mode; higher % means a stronger effect. inhibition, % at 10 µM; hits with a dose series show IC50 in µM. 0.091% of 290,000 active; further: strong numbers were not always called active
HEK293 NOD2/NF-kB: NOD2 signaling inhibitors, cell-based, luminescence, uHTS, HEK293 (AID 1566); 0.63% of 290,000 active; HEK293 NOD2/NF-kB luciferase reporter, luminescence; higher % means a stronger effect; one-dose inhibition, % at 4 µM; EC50 in µM for titrated hits; further: many of its hits are not listed in these tables
Myeloid diff MLP GFP+ MAC1+ %: also measured in Myeloid diff MLP; calls as there; GFP+ MAC1+ double positive, %; measured here: differentiation confirmed by MAC1 staining
Numbers without * were called inactive; i = inactive; ? = inconclusive; · = no result given; [ ] = another dose, or the depositor's remark. Unless noted, no stated cut-off is given here; in the data, active means inhibition above about 50%; inactive means the rest. These rows are one share of the data; count on the stated rates, not on these rows.

SMILES	SIAH1 antagonists	Salmonella PhoP GFP	LYP phosphatase	HIV fusion peptide	Myeloid diff MLP	Myeloid diff MLP GFP+ MAC1+ %	NOD1 inhibition	KOR beta-arrestin-1	KOR beta-arrestin-2	HEK293 NOD2/NF-kB
CCOC(=O)c1ccc(NC(=O)c2nn(CC)cc2Br)cc1	-0.2%	2.3%	-4.5%	-1.5%	i	1.2	-36.4%	-2.1%	10.0%	-25.3%
Cc1cccc(-n2cnc(C(=O)N/N=C/c3ccccc3)c2)n1	2.7%	-8.0%	-2.1%	2.3%	i	0.6	-8.3%	-8.7%	-11.7%	-6.8%
C=CCNc1nnc(Sc2ncccc2[N+](=O)[O-])s1	-3.5%	8.8%	-6.3%	-2.1%	i	0.5	11.9%	2.5%	-16.4%	1.6%
Cc1ccc(C2=NN(C(=O)c3cccs3)C(c3ccccc3O)C2)cc1 (stereo not given)	0.4%	2.3%	0.7%	0.2%	i	0.3	-25.7%	-1.3%	-91.3%[20 µM]	15.1%
Nc1ccc2nc(-c3ccccn3)[nH]c2c1	-0.8%	2.2%	-11.2%	-4.0%	i	1.3	-49.3%	-1.2%	-26.4%	-42.5%
Cc1ccc(S(=O)(=O)NC(=O)c2cc(C)n(C3CC3)c2C)cc1	-1.3%	2.5%	-5.7%	-0.4%	i	0.4	-7.2%	-7.5%	12.4%	12.7%
COc1ccc(CCNC(=O)Cn2cc(C(F)(F)F)cc(Cl)c2=O)cc1OC	-0.6%	-20.2%	-3.9%	0.1%	i	0.0	-16.9%	-3.6%	13.9%	12.7%
Cc1ccccc1Nc1nc(N)nc(COC(=O)C(NC(=O)c2ccco2)C(C)C)n1 (stereo not given)	-3.2%	2.1%	-8.5%	-1.8%	i	1.4	3.4%	-3.2%	0.2%	7.6%
CC1CCN(Cc2cc(=O)oc3cc4c(cc23)CCCC4)CC1	0.4%	-2.0%	-3.9%	-0.3%	i	1.0	-9.0%	0.8%	2.4%	0.9%
COc1ccc(N2CCN(Cc3cc(=O)oc4ccc5ccccc5c34)CC2)cc1	8.4%	-4.2%	-1.7%	3.0%	i	4.1	-1.9%	5.1%	-19.9%	-11.5%
O=C(OCc1cncs1)c1cccs1	-3.5%	4.1%	-4.7%	0.0%	i	0.2	-6.3%	-0.2%	-6.4%[20 µM]	3.4%
COc1ccc(CN(C(=O)c2cnccn2)C(C(=O)NC(C)(C)C)c2cc(OC)c(OC)c(OC)c2)cc1 (stereo not given)	-1.1%	0.9%	-5.1%	1.9%	i	1.1	-21.1%	6.1%	41.2%	1.9%
OCC1CCCCN1CC(O)COC(c1ccc(F)cc1)c1ccc(F)cc1 (stereo not given)	-6.1%	1.3%	-3.9%	-1.7%	i	0.3	-4.8%	3.5%	-22.7%	-7.4%
O=C(Nc1ccccc1-c1ccccc1)C1CCCN(c2ncccn2)C1 (stereo not given)	-2.7%	-5.5%	-1.0%	-0.2%	i	1.1	-40.8%	3.9%	-22.6%	7.8%
CN(C)S(=O)(=O)c1ccc(NC(=O)N2CCOCC2)cc1	-0.7%	0.4%	-5.0%	0.8%	i	0.5	-40.4%	0.2%	-13.9%	-16.0%

Sorted by value in LYP phosphatase (ascending): 5 from the list above
structure	LYP phosphatase
Cc1ccccc1Nc1nc(N)nc(COC(=O)C(NC(=O)c2ccco2)C(C)C)n1 (stereo not given)	-8.5%
Cc1ccc(S(=O)(=O)NC(=O)c2cc(C)n(C3CC3)c2C)cc1	-5.7%
O=C(OCc1cncs1)c1cccs1	-4.7%
CC1CCN(Cc2cc(=O)oc3cc4c(cc23)CCCC4)CC1	-3.9%
Cc1ccc(C2=NN(C(=O)c3cccs3)C(c3ccccc3O)C2)cc1 (stereo not given)	0.7%

(more compounds)
SMILES	SIAH1 antagonists	Salmonella PhoP GFP	LYP phosphatase	HIV fusion peptide	Myeloid diff MLP	Myeloid diff MLP GFP+ MAC1+ %	NOD1 inhibition	KOR beta-arrestin-1	KOR beta-arrestin-2	HEK293 NOD2/NF-kB
COc1ccccc1NC(=O)CCc1c(C)[nH]c(=O)c(C#N)c1C	-4.8%	2.2%	-6.7%	-1.9%	i	1.0	4.8%	-3.2%	-22.2%	2.9%
O=C(NNC(=S)NC(=O)c1ccc(F)cc1)c1cccnc1	-2.1%	-8.1%	-5.7%	4.8%	i	0.7	-22.9%	0.0%	-14.3%	8.9%
COc1ccccc1/C=C/c1nc(C#N)c(N(C)C)o1	9.2%	1.6%	-33.2%	-2.0%	i	0.3	-105.5%	-0.5%	7.0%	-60.8%
COCCN1CCN(C(=O)C2CCC(=O)N(CCc3ccc(Cl)cc3)C2)CC1 (stereo not given)	5.4%	2.1%	-6.1%	-1.0%	i	0.2	-32.1%	-1.4%	-0.9%	1.9%
COc1ccc(C(=O)n2nc(-c3ccc(C)cc3)nc2N)cc1OC	-2.0%	0.9%	-11.9%	1.3%	i	0.8	0.8%	7.0%	-21.9%	7.3%
O=C(Cn1nnc(-c2ccccc2F)n1)Nc1ccc2c(c1)OCO2	-1.7%	-1.7%	-5.8%	0.2%	i	2.1	-41.9%	2.6%	-6.8%	-50.3%
N#CCCn1cnc2ccccc21	2.0%	-1.4%	-4.8%	-1.7%	i	0.9	-12.9%	0.1%	6.3%	1.0%
CCC(CC)Nc1ccc(C(CC(N)=O)NC(=O)Cc2ccc(Br)cc2)cc1[N+](=O)[O-] (stereo not given)	11.5%	-1.3%	2.4%	22.7%	i	1.2	-6.1%	-5.0%	42.9%	-50.1%
Cc1cc(OC(C)C(=O)NCCc2c[nH]c3ccccc23)c2c(C)cc(=O)oc2c1 (stereo not given)	-1.4%	-0.2%	-10.6%	0.0%	i	2.3	-17.2%	0.4%	-12.3%[20 µM]	13.7%
CCc1ccc(S(=O)(=O)N/N=C\c2ccc([N+](=O)[O-])o2)cc1	12.3%	6.3%	-5.5%	1.9%	i	1.3	-31.0%	1.6%	-4.8%	19.2%
CC(C)[C@H](N[C@@H](C)c1ccccc1)c1c(O)ccc2ccccc12	1.0%	-6.5%	-11.1%	0.0%	i	0.4	5.9%	-1.0%	-4.0%[20 µM]	4.9%
CC1CN(C(=O)c2cc([N+](=O)[O-])cc([N+](=O)[O-])c2)CC(C)O1 (stereo not given)	-3.8%	-2.2%	-8.2%	-1.1%	i	0.2	6.2%	·	-16.9%[20 µM]	3.3%
CCOc1ccc(NC(=O)Nc2ccc(N(C)C(C)=O)cc2)cc1	3.1%	-2.9%	-7.6%	0.7%	i	0.7	-15.4%	5.1%	-31.3%	-4.0%
COc1ccc(CNC(=O)Cn2nc(C(F)(F)F)cc2C)cc1	-1.9%	-2.9%	-7.6%	-0.1%	i	0.4	-22.0%	-2.9%	2.9%	-0.5%
O=C(NCc1ccc2c(c1)OCO2)c1ccc(CN2CCc3ccccc3C2)cc1	-3.1%	8.2%	-4.7%	-1.9%	i	1.1	17.4%	-3.2%	27.7%	-1.6%
Cc1cc(C)c2ccc3c(C)c(C)n(C)c3c2n1	-0.7%	0.0%	-3.6%	0.4%	i	0.2	-38.2%	-3.9%	11.2%	17.3%
COc1c(O)cnn(-c2ccccc2)c1=O	1.4%	-7.2%	0.2%	1.1%	i	0.7	-4.8%	-2.1%	-24.8%	15.7%
Cc1cc(S(=O)(=O)NC2CCCCC2)ccc1OCC(=O)NCC1CCCO1 (stereo not given)	1.2%	1.6%	-14.3%	2.4%	i	0.0	-30.6%	-4.0%	-28.7%	15.5%
O=C(NCc1ccc(Cl)cc1)c1ccc(Br)o1	1.5%	-8.0%	-1.6%	-1.6%	i	0.7	-28.5%	-0.5%	-2.1%	-10.0%
COc1ccc(NC(=O)c2ccccc2-c2ccc(C(F)(F)F)cc2)cc1S(=O)(=O)N1CCOCC1	3.8%	-14.4%	2.4%	1.1%	i	3.9	-5.4%	3.9%	11.7%	2.1%
COC(=O)c1cc(S(=O)(=O)NCCc2ccc(C)cc2)c[nH]1	-2.1%	·	-13.0%	0.9%	i	1.6	-18.1%	0.1%	-24.2%[20 µM]	12.4%
CC(NC(=O)C1CCC(CNc2c(N3CCOCC3)c(=O)c2=O)CC1)c1ccccc1 (stereo not given)	0.0%	3.7%	-3.4%	0.1%	i	1.4	17.7%	-1.6%	2.6%	18.7%
COc1ccccc1-c1cc(SC)c(C#N)c(=O)o1	2.6%	-18.7%	-1.8%	-0.1%	i	0.3	-18.8%	0.1%	-3.8%	3.6%
Cc1cc(N2C(=O)C3CC=CC(C)C3C2=O)no1 (stereo not given)	-6.5%	3.4%	-4.6%	-0.2%	i	0.1	10.1%	0.3%	-4.5%	-0.5%
Cc1cccc(OCC(=O)Nc2cc(NC(=O)COc3cccc(C)c3)cc(C(=O)O)c2)c1	0.1%	-1.9%	-1.0%	10.1%	i	0.5	-14.9%	1.3%	-12.8%	14.4%
CN1C(=O)c2ccc(N(C)C)cc2C1=O	0.6%	11.9%	0.5%	6.6%	i	1.2	-29.2%	4.3%	8.1%	1.3%
O=C(CSc1nnc(-c2ccccc2O)o1)N1CCc2ccccc2C1	-0.3%	7.2%	3.2%	-1.1%	i	0.5	-28.8%	1.4%	16.1%	-10.3%
Cc1ccc(NC(=O)c2cccnc2C(=O)Nc2ccc(C)cc2)cc1	3.2%	-3.9%	3.4%	-0.9%	i	0.6	-21.5%	-0.8%	-2.2%	7.1%
Cc1ccc(-n2c(SCc3nnc4n3CCC4)nnc2-c2ccccc2)cc1	-2.4%	7.0%	-1.5%	-1.2%	i	0.7	-16.3%	4.9%	-22.6%	-3.0%
CC#CC[N+](C)(C)CCCCCCCCCC	-2.3%	-1.6%	-8.8%	-1.2%	?	·	13.1%	0.8%	42.6%	22.7%
Cc1ccc(P(=O)(CSC(=N)N)c2ccc(C)cc2)cc1	22.0%	-7.2%	1.1%	-1.8%	i	0.6	-13.4%	3.5%	16.2%	15.3%
COc1ccc(S(=O)(=O)Nc2cccnc2)c(C)c1C	0.8%	2.9%	-6.2%	0.0%	i	0.5	9.7%	-4.6%	-18.4%[20 µM]	3.8%

In another format: 2 of the compounds above
COc1c(O)cnn(-c2ccccc2)c1=O
  SIAH1 antagonists = 1.4%	Salmonella PhoP GFP = -7.2%	LYP phosphatase = 0.2%	HIV fusion peptide = 1.1%	Myeloid diff MLP = i	Myeloid diff MLP GFP+ MAC1+ % = 0.7	NOD1 inhibition = -4.8%	KOR beta-arrestin-1 = -2.1%	KOR beta-arrestin-2 = -24.8%	HEK293 NOD2/NF-kB = 15.7%
Cc1cc(S(=O)(=O)NC2CCCCC2)ccc1OCC(=O)NCC1CCCO1 (stereo not given)
  SIAH1 antagonists = 1.2%	Salmonella PhoP GFP = 1.6%	LYP phosphatase = -14.3%	HIV fusion peptide = 2.4%	Myeloid diff MLP = i	Myeloid diff MLP GFP+ MAC1+ % = 0.0	NOD1 inhibition = -30.6%	KOR beta-arrestin-1 = -4.0%	KOR beta-arrestin-2 = -28.7%	HEK293 NOD2/NF-kB = 15.5%

Bioassay records: PubChem, several laboratories
